N-glyco inh = N-linked glycosylation inhibition; D54 ERlucT glycosylation luciferase reporter, 24 h; percent of 100 nM tunicamycin response; reporter increase, % at 12.5 µM; 360,000 compounds, 0.23% hits; AID 588692;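 active means mean luciferase reporter signal, scaled so untreated is 0 and the glycosylation-blocking control 100, at or above a set limit in every replicate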;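 further: luciferase carries N-glycosylation sites so blocking glycosylation raises the light; 0% = median of neutral control wells and 100% = median of 100 nM tunicamycin wells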
ABHD5-PLIN5 inh = inhibitors of human ABHD5-perilipin-5 interaction | Split G. princeps luciferase complementation, luminescence, 4 h | inhibition, % at 4 µM | 360,000 compounds, 0.78% hits | AID 602281;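 active means inhibition above the mean inhibition across every tested compound plus 3 SD, cut at about 22% in these data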;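 further: 0% = DMSO only wells and the 100% control is not disclosed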
MC4R antag cAMP = human MC4R antagonism in cAMP assay. 360,000 compounds, 0.48% hits. inhibition, % at 6.5 µM. MC4R-expressing cells, MTII-stimulated cAMP, LANCE TR-FRET. AID 540295. P32245;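 active means inhibition above its plate's cutoff, the mean of tested wells on that plate plus 3 SD, cut at about 29% in these data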;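 further: 0% = Melanotan II alone and 100% = Melanotan II plus saturating MCL0020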
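System: U2OS-MC4R stable cell line; Technique: Eu-cAMP/anti-cAMP TR-FRET, emission 671 nm; Repeats: single well per compound; Also added: Melanotan II; Dosing: one concentration, 6.5 µM nominal; Schedule: 30-min compound, 1-h challenge, 1-h detection, room temperature.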
Vif inh = inhibitors of HIV Vif; HEK293T cells, Vif self-association by quenched fluorescence, imaging, 24 h; inhibition, % at 7.49 µM; 340,000 compounds, 0.35% hits; in the data active means inhibition above about 50%, passing the limit was not always enough; further: some results filed as inactive read as strong as hits
TLR9-MyD88 block = TLR9-MyD88 interaction inhibition | CHO BLA complementation TLR9-MyD88, CCF4 FRET ratio | inhibition, % at 4.98 µM | AID 504734 | 340,000 compounds, 0.21% hits | Q9NR96+Q99836;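 active means inhibition above the mean over all tested compounds plus 3 SD, cut at about 21% in these data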;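 further: 0% = DMSO only wells and 100% = clavulanate BLA inhibitor control wells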
Target sequence (Q99836 whole entry, looked up): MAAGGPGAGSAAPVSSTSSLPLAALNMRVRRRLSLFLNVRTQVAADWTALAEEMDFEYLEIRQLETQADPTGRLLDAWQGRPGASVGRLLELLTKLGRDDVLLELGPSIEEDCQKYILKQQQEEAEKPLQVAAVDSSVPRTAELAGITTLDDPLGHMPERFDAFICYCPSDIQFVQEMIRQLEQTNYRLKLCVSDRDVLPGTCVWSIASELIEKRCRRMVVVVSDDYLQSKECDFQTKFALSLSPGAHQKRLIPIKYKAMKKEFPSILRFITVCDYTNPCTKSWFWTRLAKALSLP
Target sequence (Q9NR96 whole entry, looked up): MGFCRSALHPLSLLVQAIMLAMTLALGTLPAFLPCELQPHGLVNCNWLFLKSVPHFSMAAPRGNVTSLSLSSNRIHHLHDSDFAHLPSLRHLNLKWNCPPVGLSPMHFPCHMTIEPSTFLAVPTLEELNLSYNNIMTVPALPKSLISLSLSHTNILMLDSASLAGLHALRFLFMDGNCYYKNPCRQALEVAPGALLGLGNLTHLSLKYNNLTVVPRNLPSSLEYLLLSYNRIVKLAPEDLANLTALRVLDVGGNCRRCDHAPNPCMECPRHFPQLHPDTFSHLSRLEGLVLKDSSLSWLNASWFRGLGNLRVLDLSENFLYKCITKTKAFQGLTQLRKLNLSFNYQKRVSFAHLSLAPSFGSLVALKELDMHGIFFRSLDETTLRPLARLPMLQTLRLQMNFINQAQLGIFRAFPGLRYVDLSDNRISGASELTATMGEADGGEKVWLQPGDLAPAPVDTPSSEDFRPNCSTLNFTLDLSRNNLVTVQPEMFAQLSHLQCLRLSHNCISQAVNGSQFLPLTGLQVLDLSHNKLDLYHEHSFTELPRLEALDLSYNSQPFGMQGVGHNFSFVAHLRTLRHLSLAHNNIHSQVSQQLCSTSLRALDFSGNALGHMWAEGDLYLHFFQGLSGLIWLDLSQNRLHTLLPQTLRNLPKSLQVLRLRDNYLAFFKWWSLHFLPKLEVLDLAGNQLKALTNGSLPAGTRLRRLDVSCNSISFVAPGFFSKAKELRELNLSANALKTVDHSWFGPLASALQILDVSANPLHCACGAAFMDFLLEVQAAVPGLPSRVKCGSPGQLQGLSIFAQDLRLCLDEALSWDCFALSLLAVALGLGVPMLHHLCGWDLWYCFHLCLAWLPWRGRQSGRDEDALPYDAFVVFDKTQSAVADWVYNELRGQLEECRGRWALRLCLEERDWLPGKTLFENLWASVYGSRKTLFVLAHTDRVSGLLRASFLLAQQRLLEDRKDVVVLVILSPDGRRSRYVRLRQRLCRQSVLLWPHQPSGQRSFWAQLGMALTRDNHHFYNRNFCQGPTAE
Granule exo inh = lytic granule exocytosis inhibition. TALL-104 LAMP-1 surface exposure, flow cytometry; cells stimulated with thapsigargin and PMA. inhibition, % at 10 µM. 360,000 compounds, 0.66% hits;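 active means inhibition above about 55%, limit read from the data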
aDG glyco up = increases alpha dystroglycan glycosylation. AID 624168. activation, % at 10 µM. 360,000 compounds, 0.22% hits. Pro5-aDG cells, alpha-DG glycosylation AlphaScreen (IIH6); 0% Pro5, 100% B10-LARGE cell signal;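 active means activation of at least 8% versus controls, or a plate z-score of at least 8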;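 further: Pro5 are CHO cells carrying HIG-tagged alpha-DG that lacks glycosylation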
ABCB6 inh 2 = blocks the human ABCB6 transporter | K562-ABCB6 porphyrin accumulation, flow cytometry, 1 h; hits give low values | Q9NP58 | fluorescence ratio to DMSO, % at 10 µM | 360,000 compounds, 0.19% hits;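 active means fluorescence ratio to DMSO below 75%, the collection mean minus 3 SD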;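 further: signal is porphyrin accumulated inside mitochondria; 100% equals median channel fluorescence of DMSO control wells; lower ratio means ABCB6 inhibition with less porphyrin fluorescence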
MC4R ag barr = activates human MC4R beta-arrestin recruitment | 360,000 compounds, 0.98% hits | activation, % at 8.9 µM | P32245 | U2OS MC4R beta-arrestin complementation, luminescence; percent of melanotan II response, DMSO zero;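 active means activation above a per-plate cutoff, the mean activation of sample wells on that plate plus 3 SD, cut at about 8% in these data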
NOD2-RIPK2 inh = blocks binding of human NOD2 to RIPK2 | 360,000 compounds, 0.38% hits | inhibition, % at 4.98 µM | AID 624267 | CHO BLA complementation NOD2-RIPK2, CCF4 ratio; in the data active means inhibition above about 21%;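 further: 0% = vehicle only and 100% = reference blocker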
An asterisk follows results filed as active; . = no result given.

N-glyco inh,ABHD5-PLIN5 inh,MC4R antag cAMP,Vif inh,TLR9-MyD88 block,Granule exo inh,aDG glyco up,ABCB6 inh 2,MC4R ag barr,NOD2-RIPK2 inh,mol
0,-4,2,.,-12,-6,-0.1,99,-1.1,-6,COCCNC(=O)CN1C(=O)NC2(CCCc3ccccc32)C1=O (configuration not stated)
0,1,-3,-8,1,-1,-0.5,92,-0.8,2,Cc1nc(-c2coc3cc(C)c(N=O)c(O)c3/c2=N\N)cs1
1,-2,3,-22,-8,2,0.5,106,0.4,-4,CCCC1=C(C(=O)OCC)C(c2ccccc2OC)NC(=O)N1 (configuration not stated)
2,1,18,2,-2,1,-0.2,110,0.4,-9,C=CCS(=O)(=O)N1CCCC(N2CCN(c3ccccc3OC)CC2)C1 (configuration not stated)
-3,2,-3,1,-1,3,0.0,83,-2.2,1,CCc1sc(C(=O)NCCc2ccc(S(N)(=O)=O)cc2)cc1Br
1,4,10,-1,6,2,-0.2,97,-0.9,3,COc1ccc(-c2ccnc3nc(-n4cccc4)nn23)cc1
2,4,9,4,-1,-4,0.0,96,-0.7,-10,COc1ccc(NS(=O)(=O)c2cc(NC(=O)c3cnccn3)ccc2N2CCCC2)cc1
2,7,.,.,.,0,0.2,97,.,-7,CCOC(=O)c1cc2c(c(-c3cccc(-c4cc5ccccc5o4)c3)n1)[C@@H](CCO)N(S(=O)C(C)(C)C)C2 (some centres not stated)
0,-15,6,-4,-7,2,0.0,98,-2.9,-12,CCN1C(=O)[C@H]2[C@@H](c3ccc(C)cc3)N3C(=O)N(c4ccc(C)cc4)C(=O)[C@@]3(C)[C@H]2C1=O
-1,6,1,5,2,10,-0.1,121,-1.0,-1,N#C/C(C(=O)NCCc1ccccc1)=C1/N=C(NC(=O)c2cccs2)c2ccccc21
.,9,-3,.,-10,-1,0.2,101,-3.7,-8,Cc1cccc2sc(NC(=O)CSc3nnnn3C)nc12
-1,3,-5,-2,14,-1,-0.3,98,1.3,-1,COC(=O)c1cc(CNC(=O)c2ccc(O)c(Cl)c2)ccc1OC
1,-5,7,1,4,2,-0.1,104,-1.0,-7,O=C(O)c1ccc(Oc2ccc(C(F)(F)F)cn2)cc1
-10,-2,-1,-3,-15,0,0.0,91,-2.9,1,O=C1c2ccccc2C(=O)C1c1ccncc1
1,4,5,-8,-2,0,-0.2,102,-0.6,10,O=C(CN1CCN(c2ccc(F)cc2)CC1)Nc1ccc(F)c(F)c1
-1,-10,9,6,-9,-6,0.2,103,1.2,2,COc1ccc(OC)c(/C=C/C(=O)OCC(=O)N2CCN(S(=O)(=O)c3ccc(C)cc3C)CC2)c1
4,-4,-3,0,-6,4,0.6,100,0.3,5,CCO[C@@H]1OC(C(=O)N2CCOCC2)=C[C@H](C(C)(C)C)[C@H]1CCCO
-1,-1,-4,-4,1,-2,0.4,110,-2.2,-6,O=C(OCc1ccccc1)C1CCCN1C(=O)c1cccs1 (configuration not stated)
-1,-3,3,-9,-2,0,0.1,100,-1.8,-2,CCn1nc(C)c(NC(=O)CC23CC4CC(CC(C4)C2)C3)c1C
2,1,3,1,0,-2,-0.1,103,-1.2,-7,O=C(OCC(=O)N1CCc2ccccc21)c1cncc(Br)c1
1,0,-6,.,-2,0,0.0,104,-0.4,-7,CCn1c(=NC(=O)c2ccco2)sc2cccc(F)c21
0,2,6,-12,15,-2,-0.1,101,-0.7,-2,O=C(CSc1nc(O)c(Cc2ccccc2F)c(=O)[nH]1)N1CCCCCC1
-1,14,14,.,-4,-6,0.0,99,-0.5,-6,CC(Oc1ccccc1)C(=O)N1CCC2(CC1)Oc1ccc(F)cc1C(=O)C21CC(c2cccnc2)=NO1 (configuration not stated)
-1,8,-2,-4,-3,-2,-0.1,102,-1.0,5,O=C(NCc1cccs1)C1CC(=O)N(c2ccc(F)cc2)C1 (configuration not stated)
2,-3,0,3,-8,-1,1.0,96,-1.3,-8,Cc1cc(C)n(-c2ccc(C(=O)Nc3cccnc3Cl)cc2)n1
-2,-7,7,-11,-11,18,-0.1,95,-0.1,1,CCOc1ccc(CN2CCCC(N3CCN(c4ccc(OC)cc4)CC3)C2)cc1 (configuration not stated)
8,7,3,36,7,2,-0.2,103,1.1,-10,O=C(CO/N=C/c1ccccc1OC(F)F)NCc1cccs1
-2,-3,10,-3,11,-9,0.2,108,-0.9,0,COc1ccc(N2C(=O)N3[C@@H]4c5ccccc5OC[C@@H]4[C@@H](c4ccccc4)[C@@]3(C)C2=O)cc1
2,4,11,-5,-3,7,0.0,103,11*,-1,O=C(O)CN1C(=O)/C(=C\c2cc(Br)ccc2OCc2ccc(Cl)cc2Cl)SC1=S
9,5,.,25,.,2,0.3,125,.,0,CCNC(=O)c1cc2c(c(-c3cccc(-c4cccc(C(=O)N(C)C)c4)c3)n1)[C@@H](CCO)N(S(=O)C(C)(C)C)C2 (some centres not stated)
3,2,5,9,7,-2,0.1,98,-0.9,-1,CCc1nnc(NC(=O)C2CC(=O)N(CCc3ccc(F)cc3)C2)s1 (configuration not stated)
-4,12,4,-1,2,38,0.6,98,3.4,3,CCOc1cc(/C=N/NC(=O)CN2CCCCC2)ccc1OCc1cccc(Cl)c1
5,-8,6,-5,-2,-6,-0.3,95,-1.4,5,Cc1ccc(NC(=O)CN2C(=O)NC3(CCCCC3C)C2=O)cc1S(=O)(=O)N1CCOCC1 (configuration not stated)
-1,-1,-2,-23,-1,-1,0.0,100,1.2,0,O=C(Nc1ccc(N2CCCCC2)cc1)c1cccnc1Cl
1,-1,0,0,-5,0,0.1,98,-2.5,2,CC(C)(Oc1ccc(F)cc1)C(=O)OCC(=O)c1ccc(S(C)(=O)=O)cc1
3,7,-2,7,-7,-3,0.0,99,-1.1,-7,O=C(COC(=O)c1ccc[n+]([O-])c1)Nc1cc([N+](=O)[O-])ccc1Cl
0,-8,2,-17,10,2,0.1,98,-0.9,2,CCN(CC)S(=O)(=O)c1ccc(C(=O)NC(=S)N(CCO)Cc2ccccc2)cc1
-4,3,18,.,-10,-1,0.3,93,-1.1,-7,O=C(C1CCN(S(=O)(=O)c2ccc(-n3cnnn3)cc2)CC1)N1CCN(c2ccccc2)CC1
0,-7,12,.,4,10,0.0,100,1.9,1,CCN(c1ccccc1)S(=O)(=O)c1ccc(Cl)c(C(=O)NCc2ccco2)c1
-3,3,-8,4,-8,-3,-0.9,97,-0.4,-1,Cc1ccc(N=Nc2ccc(O)c(/C=N\NC(=O)c3ccc(N)cc3)c2)cc1C
.,11,.,.,.,-9,0.0,96,.,-2,CCCCOCCCNC(=O)C[C@@H]1C[C@@]2(C(=O)OCC)CCC=C2N(Cc2ccco2)C1=O
0,-2,-5,-5,-1,-3,0.0,102,-2.2,-1,O=C(CN1C(=O)C2CC=CCC2C1=O)Nc1nc2ccccc2[nH]1 (configuration not stated)
4,9,5,1,9,2,-0.1,98,0.5,-11,COc1cc(C)c(NC(=O)Cc2ccsc2)cc1OC
-1,-2,10,-3,0,1,-0.1,90,-0.8,-1,O=C(CCN1C(=O)c2ccccc2C1=O)N1CCCCCC1
3,3,-3,-1,-2,7,0.1,101,0.3,-17,COC(Cc1ccccc1N1CCCC1=O)OC
0,5,7,-8,-5,1,0.2,93,0.4,-2,Cc1ccn2cc(CCNS(=O)(=O)c3ccc4c(c3)OCCO4)nc2c1
3,6,12,.,-6,-5,-0.4,102,0.7,-1,C[C@H](CO)N1C[C@H](C)[C@@H](CN(C)S(=O)(=O)c2ccccc2)Oc2ccc(NS(=O)(=O)c3cccs3)cc2C1=O
5,0,-2,1,-1,1,0.1,98,-2.1,7,CCCn1c(SCC(=O)Nc2ccc(Cl)cc2F)nc(O)cc1=O
0,4,-1,.,-4,-1,-0.2,98,-3.0,-4,CCN(CCn1cccn1)C(=O)CCc1nnc(Cc2c[nH]c3ccccc23)o1
21,0,-13,4,-4,1,-0.1,97,0.1,6,CC/C(=N\NC(=O)c1cc(C)nc2ccccc12)c1ccc(C)s1

Continuation.
N-glyco inh,ABHD5-PLIN5 inh,MC4R antag cAMP,Vif inh,TLR9-MyD88 block,Granule exo inh,aDG glyco up,ABCB6 inh 2,MC4R ag barr,NOD2-RIPK2 inh,mol
2,-4,4,2,-4,0,-0.5,100,-2.5,-6,C/C(=N\NC(=O)c1nnn(-c2nonc2N)c1CN1CCOCC1)c1ccc(CC(C)C)cc1
1,-2,2,0,2,0,-0.1,106,-1.9,-3,CCOC(=O)c1cc[nH]c1C
-4,-4,-1,6,-2,-1,-0.5,102,-1.4,9,CC(=O)Nc1ccc2c(c1)ncn2-c1ccc(C)cc1
2,0,2,24,3,-1,0.3,91,-2.4,-3,CCOC(=O)C1CCCN(CCC(=O)Nc2c(C(=O)OC)[nH]c3cc(OC)ccc23)C1 (configuration not stated)
-2,2,9,3,-2,-3,0.3,99,0.6,-10,O=C(Cn1cnc2c(oc3ccccc32)c1=O)N1CCCc2ccccc21
-5,1,5,2,2,-15,0.0,99,-2.4,7,CCC(CO)Nc1ccc(-c2n[nH]c(=O)c3ccccc23)cc1[N+](=O)[O-] (configuration not stated)
2,-2,3,-2,-16,-6,0.0,89,0.2,0,CCc1ccc(C(=O)OCC(=O)NC2CCCC2)cc1
-1,-3,-1,5,3,-3,0.0,100,-1.8,-3,CCOC(=O)C1=C(c2ccccc2)N=C2SCC(=O)N2C1c1ccc2c(c1)OCO2 (configuration not stated)
-2,-11,4,-17,-2,1,-0.1,95,-5.0,2,COc1cc(S(=O)(=O)Nc2ccc3nc(C)sc3c2)ccc1NC(C)=O
-2,-7,3,-4,.,1,-0.1,95,3.3,-9,O=C(Nc1ccc(Cl)c(C(F)(F)F)c1)C1Cc2c(-c3ccccc3)ccnc2O1 (configuration not stated)
-2,4,18,-5,10,-4,-0.1,98,-0.1,2,COc1ccc(C2CC(c3ccccc3)=NN2C(=O)CSc2ncn[nH]2)cc1 (configuration not stated)
-7,-7,37*,.,-7,8,0.7,90,4.9,-2,CC(C)(C)OC(=O)[C@H](Cc1ccccc1)NC(=O)c1nc[nH]c1C(=O)NC1CCN(C(=O)OC(C)(C)C)CC1
1,2,-2,-5,-4,-6,-0.1,98,-1.2,4,CC(C)(C)Cc1nnc(NC(=O)c2ccco2)s1
0,-1,1,19,-6,4,-0.1,101,-1.1,-2,COc1ccc(/C(O)=C2/C(=O)C(=O)N(CCCC(=O)O)C2c2ccc(OC)c(OC)c2)cc1 (configuration not stated)
-4,5,6,.,4,-1,-0.3,98,3.5,-12,O=C(NCCCN1CCCC1=O)c1ccc(S(=O)(=O)Nc2cccc(C(F)(F)F)c2)cc1

Three entries from above, ordered by their value in TLR9-MyD88 block, smallest number first:
compound	TLR9-MyD88 block
C/C(=N\NC(=O)c1nnn(-c2nonc2N)c1CN1CCOCC1)c1ccc(CC(C)C)cc1	-4
CCOC(=O)c1cc[nH]c1C	2
CCOC(=O)C1=C(c2ccccc2)N=C2SCC(=O)N2C1c1ccc2c(c1)OCO2 (configuration not stated)	3

The list is partial; rates above refer to the full screens.
